# Vif-A3G inh: inhibitors of Vif-APOBEC3G interaction | HeLa A3G-eYFP + Vif (tagged APOBEC3G with the HIV-1 protein that degrades it), YFP fluorescence, overnight | Potency, µM (series often up to 46.1 µM), for inactives: at the top dose activity, negative = active, most hits filed as inhibitors | hit rate 0.076% among 410,000 | AID 602310;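 also: potency is read from the fitted curve at half-maximal effect; % is scaled to controls: 0 for no effect and ±100 for the full control effect; nearly all actives have a fitted effect of over 60% in size; hits raise eYFP signal because A3G escapes Vif-driven loss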
#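 HeLa cells stably expressing Vif and C-terminally eYFP-tagged A3G, seeded overnight at 37 deg C, then exposed to compound by pintool overnight at 37 deg C. Rise in yellow fluorescence (Ex 488/Em 500-530, Acumen) marks blocked Vif-driven A3G degradation.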
# Vif-APOBEC3F blk: inhibitors of Vif-A3F interaction; HeLa A3F-eYFP + Vif (tagged APOBEC3F with the HIV-1 protein that degrades it), YFP fluorescence increase; Potency, µM (top dose mostly 46.1 µM), for the others: top-dose activity, negative = active; hit rate 0.2% among 390,000; AID 602313; also: potency is read from the fitted curve at half-maximal effect; % of control where 0% means no effect; nearly all actives have a fitted effect of over 65% in size
#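 HeLa cells stably expressing Vif plus C-terminally eYFP-tagged A3F were seeded, incubated overnight at 37 deg C, dosed with compound, incubated overnight again at 37 deg C. Yellow fluorescence (Ex 488/Em 500-530) reported blocked Vif-mediated A3F-eYFP degradation.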
# RXFP1 agonist: RXFP1 (human) receptor agonism; Q9HBX9; HEK293T-RXFP1 cAMP TR-FRET, 30 min; response scale: percent of porcine relaxin response, buffer zero; Potency, µM (highest dose often 57.5 µM), without a hit: at the top dose activation, usual class: activators; hit rate 0.3% among 370,000; also: potency is read from the fitted curve at half-maximal effect; % is scaled to controls: 0 for no effect and ±100 for the full control effect; nearly all actives have a fitted effect of over 60% in size; many of its hits are not listed in these tables
#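 HEK293T cells stably expressing RXFP1 were pretreated with the PDE4 inhibitor Ro 20174, exposed to compounds for 30 min at 37C, lysed, and cAMP was read by TR-FRET. Data normalized to buffer (basal) and 29 nM porcine relaxin (100%).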
# LDHA block: LDHA (human) enzyme inhibition | purified LDHA, NADH/diaphorase-resazurin fluorescence; hits give low values | activity change, % (values are at about 110 or 230 µM) | hit rate 0.15% among 480,000; in the data active = activity change below about -30%; inconclusive = mostly about -25% to -30%;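 also: plate controls were DMSO wells for no effect and wells without enzyme for full effect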
#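 Enzyme activity of human lactate dehydrogenase 5 (2 nM; 0.06 mM NADH, 0.2 mM pyruvate, 5 min, RT) is measured via a resazurin/diaphorase fluorescence readout of residual NADH.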
# GRP78 ERSR act: ER stress response induction in glioma. U87-MG GRP78 promoter luciferase reporter, 16 h. Potency, µM, inactives show at the highest dose activation, hits mostly activators. AID 602332. hit rate 0.02% among 420,000; also: potency is read from the fitted curve at half-maximal effect; series mostly up to about 76 µM; % of control where 0% means no effect; nearly all actives have a fitted effect of over 35% in size
#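 Stably transfected U87-MG human glioma cells carrying a GRP78-based luminescent sensor were seeded at 1000 cells/well, pin-dosed with compounds and incubated 16 h. Luciferase reagent was then added, and end-point luminescence was read after 10 min at room temperature.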
# mIDH1 inhibitor: inhibitors of human mutant IDH1 R132H. O75874. IDH1-R132H enzyme, NADPH consumption, diaphorase/resazurin fluorescence. Potency, µM (highest dose often 76.6 µM), inactives show at the highest dose activity change, negative = inhibition, actives largely listed as inhibitors. hit rate 0.093% among 390,000; also: potency is read from the fitted curve at half-maximal effect; % is scaled to controls: 0 for no effect and ±100 for the full control effect; nearly all actives have a fitted effect of over 65% in size
#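 IDH1-R132H (0.5 ug/mL) preincubated 30 min with compound, then NADPH (0.016 mM) and alpha-KG (2 mM) added; 80 min at RT, pH 7.5. Remaining NADPH coupled via diaphorase/resazurin to fluorescence (540/590 nm); concentration-response curves normalized to no-enzyme control.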
# TrxR1 substrate: substrates of rat thioredoxin reductase 1. purified TrxR1 substrate turnover, NADPH consumption readout. Potency, µM (series often up to 114 µM), inactives show at the top dose activity change, negative = substrate turnover. hit rate 0.01% among 390,000. AID 588456; also: potency is read from the fitted curve at half-maximal effect; % is scaled to controls: 0 for no effect and ±100 for the full control effect; nearly all actives have a fitted effect of over 50% in size
# Target sequence (O89049 whole entry, looked up): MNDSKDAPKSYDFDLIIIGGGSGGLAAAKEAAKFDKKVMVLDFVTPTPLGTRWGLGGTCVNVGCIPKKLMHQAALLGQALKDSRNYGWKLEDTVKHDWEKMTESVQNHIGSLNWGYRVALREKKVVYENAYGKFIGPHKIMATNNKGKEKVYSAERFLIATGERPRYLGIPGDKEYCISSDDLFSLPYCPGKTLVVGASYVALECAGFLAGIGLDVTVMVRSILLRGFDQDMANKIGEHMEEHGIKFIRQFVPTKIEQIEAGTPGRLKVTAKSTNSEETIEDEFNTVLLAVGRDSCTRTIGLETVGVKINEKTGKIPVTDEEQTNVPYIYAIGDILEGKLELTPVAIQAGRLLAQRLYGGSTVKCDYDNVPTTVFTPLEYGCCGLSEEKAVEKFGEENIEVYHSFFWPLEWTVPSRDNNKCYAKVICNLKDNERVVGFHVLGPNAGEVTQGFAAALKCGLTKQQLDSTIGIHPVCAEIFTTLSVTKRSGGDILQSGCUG
#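 Rat TrxR1, dispensed at 90 nM, was prereduced with 400 uM NADPH (final) for 5 min at ~22 deg C, then incubated with compound 15 min before 400 uM selenite. A first-read NADPH fluorescence drop versus no-compound background flagged substrates.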
# PI4K2A block: inhibitors of human PI4K2A; purified PI4K2A, ADP-Glo luminescence, 1 h; hits give low values; activity change, negative = inhibition, % at 76.9 µM; AID 1346378; Q9BTU6; hit rate 0.13% among 420,000; in the data active = activity change below about -50%; inconclusive = mostly about -30% to -49%;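 also: -100% = wells without enzyme as full effect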
# Target sequence (Q9BTU6 whole entry, looked up): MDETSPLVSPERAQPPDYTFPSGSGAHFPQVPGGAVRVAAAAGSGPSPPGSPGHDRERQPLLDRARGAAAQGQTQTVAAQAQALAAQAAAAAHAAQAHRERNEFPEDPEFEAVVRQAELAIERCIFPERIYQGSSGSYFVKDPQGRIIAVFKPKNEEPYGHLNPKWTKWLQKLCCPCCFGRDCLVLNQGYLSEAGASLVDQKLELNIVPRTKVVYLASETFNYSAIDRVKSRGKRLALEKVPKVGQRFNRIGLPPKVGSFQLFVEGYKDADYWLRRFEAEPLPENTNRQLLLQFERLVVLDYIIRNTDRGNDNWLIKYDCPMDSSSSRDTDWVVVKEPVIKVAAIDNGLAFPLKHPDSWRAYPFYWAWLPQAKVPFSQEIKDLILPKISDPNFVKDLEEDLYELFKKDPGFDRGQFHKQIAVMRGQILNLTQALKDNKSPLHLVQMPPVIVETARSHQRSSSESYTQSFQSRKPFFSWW
#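 ADP-Glo luminescence measured ADP generated by PI4K2A enzyme (4 ug/mL before mixing) with 1.2 mM PI substrate (pre-mix) and 300 microM ATP (pre-mix). Tris pH7.5 buffer with MgCl2, Triton X-100; 1 h reaction at ambient temperature.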
# USP1 inh: USP1/UAF1 (human) deubiquitinase inhibition | Potency, µM (series often up to 57.1 µM), for the others: top-dose activity change, negative = inhibition, usual class: inhibitors | recombinant USP1/UAF1, Ub-Rhodamine cleavage fluorescence | hit rate 0.23% among 390,000 | AID 743255 | O94782; also: potency is read from the fitted curve at half-maximal effect; % is scaled to controls: 0 for no effect and ±100 for the full control effect; nearly all actives have a fitted effect of over 60% in size; inactives centre near -12
#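 USP1/UAF1 complex at 1 nM was preincubated with compound for 15 min at room temperature, then Ub-Rho substrate (150nM final) was added. Fluorescence (480/540 nm) was read kinetically, 6 reads every 60 seconds.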
# * = called active by the depositor; ? = inconclusive; · = not tested or not shown; [ ] = another dose, or the depositor's remark. Unless noted, calls follow the shape of the dose curve; as a rule, active = well fitted curve in the direction sought with a large enough effect; inconclusive = small, poorly fitted or top-dose-only effect, or another doubt; inactive = no such curve, though single readings can be large; an effect the other way counts as inactive or inconclusive.
canonical_smiles,Vif-A3G inh,Vif-APOBEC3F blk,RXFP1 agonist,LDHA block,GRP78 ERSR act,mIDH1 inhibitor,TrxR1 substrate,PI4K2A block,USP1 inh
CN(C)S(=O)(=O)c1ccc(Cl)c(C(=O)OCC(=O)c2ccco2)c1,-9%,-2%,·,-2,-2%,0%,1%,9,-7%
O=C(CCNS(=O)(=O)c1ccc2c(c1)CCCC(=O)N2)NCc1ccc(Cl)cc1,1%,5%,-0.8%,1,-3%,0%,-6%,0,-27%
O=C(c1ccoc1)N1CCN(c2cc(-c3ccccc3)nc3cc(-c4ccccc4)nn23)CC1,-12%,-3%,·,0,-4%,15%,·,-5,-26%
CC(=O)N1CCc2cc(Br)cc(S(=O)(=O)NCCCN(C)Cc3ccccc3)c21,0%,3%,0.5%,-9,-2%,-2%,4%,2,-1%
O=C(NNc1ccccc1[N+](=O)[O-])NC1CCCCC1,-4%,6%,-0.9%,6,-2%,10%,-8%[57.1 µM],4,-4%
COc1ccccc1C(=O)Nc1ccccc1SC,0%,-6%,-1.1%,-11,2%,3%,-6%,-3,-1%
Cc1ccc(C)c(Cn2nnc3c(=O)[nH]c(C4CCCN(S(=O)(=O)Cc5ccccc5)C4)nc32)c1 (configuration not stated),-1%,-6%,-2.0%,-7,-2%,-7%,7%,0,-6%
COc1cc2c(cc1OC)C(=Cc1ccc(N(C)C)cc1)C=C2,0%,8%,·,0,7%,4%,-2%[57.1 µM],-1,-18%
O=P1(c2ccccc2)C=Cn2c1cc1c2CCCC1 (configuration not stated),0%,-8%,1.1%,-3,-3%,2%,11%,2,4%
O=C(OCc1ccccc1)N1CCC2CC1c1cc(/C=C/CCCSc3ncccn3)ccc12 (configuration not stated),1%,-3%,·,-34*,0%,-13%,·,3,-12%
Cc1ccc(C(=O)CC2(O)C(=O)N(Cc3ccc4c(c3)OCO4)c3ccccc32)cc1 (configuration not stated),-2%,6%,2.9%,-3,-4%,9%,6%[57.1 µM],4,-16%
Nc1ccc(SCc2cccnc2)cc1,-1%,8%,0.0%,-6,0%,2%,3%[0.457 µM],5,-4%
CCOC(=O)c1c(C)[nH]c(C(=O)N(C)Cc2cccc(OC)c2OC)c1C,0%,5%,-3.1%,-8,-5%,-1%,3%,-1,?
O=C(NCc1ccccn1)c1ccc(Cn2c(=S)[nH]c3ccc(Br)cc3c2=O)cc1,0%,8%,1.6%,-18,-2%,-3%,9%[57.1 µM],-3,-17%
COc1ccc(Cc2nc3c4cnn(-c5cccc(F)c5)c4ncn3n2)cc1,·,·,?,-13,·,·,2%,0,?
CC(C)OC(=O)c1ccc(COC(=O)CNC(=O)c2ccco2)cc1,9%,5%,0.3%,-1,-3%,0%,11%,1,-20%
COc1cccc(CN(C)S(=O)(=O)c2cccs2)c1,-4%,-6%,1.1%,-12,-2%,6%,2%,3,-25%
C[C@H](CO)N1C[C@H](C)[C@@H](CN(C)Cc2ccc(-c3ccccc3)cc2)Oc2c(NC(=O)Cc3ccccc3)cccc2C1=O,0%,0%,·,-1,-2%,4%,1%,2,-24%
CC(C)c1nc2oc3c(N(C)CCO)ncnc3c2c2c1CCC2,1%,-11%,4.3%,4,-3%,-3%,3%[57.1 µM],-1,-25%
O=C1CCCN1C(=O)COc1cc(F)ccc1[N+](=O)[O-],5%,-7%,1.8%,2,-4%,8%,2%,-2,-22%

# The list goes on, starting with the last three of the part before.
canonical_smiles,Vif-A3G inh,Vif-APOBEC3F blk,RXFP1 agonist,LDHA block,GRP78 ERSR act,mIDH1 inhibitor,TrxR1 substrate,PI4K2A block,USP1 inh
C[C@H](CO)N1C[C@H](C)[C@@H](CN(C)Cc2ccc(-c3ccccc3)cc2)Oc2c(NC(=O)Cc3ccccc3)cccc2C1=O,0%,0%,·,-1,-2%,4%,1%,2,-24%
CC(C)c1nc2oc3c(N(C)CCO)ncnc3c2c2c1CCC2,1%,-11%,4.3%,4,-3%,-3%,3%[57.1 µM],-1,-25%
O=C1CCCN1C(=O)COc1cc(F)ccc1[N+](=O)[O-],5%,-7%,1.8%,2,-4%,8%,2%,-2,-22%
CC(C)NC(=O)COc1ccc(S(=O)(=O)N(C)Cc2ccccc2)cc1,0%,-13%,-3.4%,-5,4%,0%,2%,-1,-8%
Cc1ccc(S(=O)(=O)N2CCC(C(=O)OCC(=O)NCc3ccco3)CC2)cc1C,0%,1%,-0.7%,-10,-2%,1%,1%,0,-2%
O=C(CCOc1ccccc1)Nc1ccc(Br)cc1,0%,-2%,2.5%,0,4%,2%,-2%,-1,-11%
CCc1ccc2oc(C(=O)NC3CCS(=O)(=O)C3)cc(=O)c2c1 (configuration not stated),-3%,3%,1.5%,-4,2%,-11%,1%,0,-12%
COc1ccccc1OCc1ccc(C(=O)N(C)C)o1,-1%,0%,1.0%,1,0%,1%,-26%[57.1 µM],-1,-12%
O=C(NCC(c1ccco1)N1CCOCC1)c1ccc([N+](=O)[O-])cc1 (configuration not stated),-1%,-12%,3.4%,-3,-1%,-2%,4%,-2,-13%
Cc1ccc2nc(SCc3nc(-c4ccccc4C)no3)[nH]c2c1,-5%,-15%,-2.5%,-3,-2%,14%,-6%,0,-15%
CCNC(=O)C1(C)CCCN(Cc2cccc3c2OCCO3)C1 (configuration not stated),-1%,·,·,-4,-2%,·,·,-10,·
CCOC(CNC(=O)C1CCN(S(=O)(=O)c2ccc3nc4c(c(C(=O)O)c3c2)CC(C)CC4)CC1)OCC (configuration not stated),-1%,3%,0.7%,3,-3%,2%,-9%,-9,-24%
N#Cc1c(-c2ccc(F)cc2)cc(-c2cccs2)nc1SCC(=O)O,-1%,0%,5.7%,-2,?,16%,24%,-1,-18%
O=C1CCc2cc(S(=O)(=O)N3CCN(c4ccc(F)cc4)CC3)cc3c2N1CC3,-5%,-24%,0.8%,-2,-4%,-3%,-3%,2,2%
Cc1ccc(SCCC(=O)NCc2ccncc2)cc1,0%,3%,0.2%,1,-1%,-6%,-1%,3,-9%
Cc1ccc(OCCNC(=O)CNC(=O)c2ccccc2Cl)cc1,0%,0%,0.2%,-2,-1%,1%,7%,2,-8%
O=C(NC(c1ccccc1)c1ccc2ccccc2n1)C1CCN(CCOc2ccc(Cl)cc2Cl)CC1 (configuration not stated),-28%,·,·,-1,-6%,·,·,3,·
Cc1nonc1NC(=O)Nc1cccnc1,-1%,-2%,-0.4%,2,-3%,6%,-3%,1,3%
CCOC(=O)C(C)(C)C(=O)C(C)(C)C(O)c1ccccn1 (configuration not stated),3%,-5%,-0.3%,-6,-5%,7%,10%,-4,-16%
Cc1c(C(=O)N(C)C2CC(C)(C)NC(C)(C)C2)oc2c(F)cccc12,1%,-10%,-1.3%,-5,-3%,-2%,-11%,-3,-6%
Cc1ccc(C(=O)NCC#N)cc1,-9%,-6%,2.0%,-5,-3%,-1%,0%[57.1 µM],12,-22%
Cc1cccc(N2CCN(C(=O)C3COc4ccccc4O3)CC2)c1C (configuration not stated),0%,0%,-0.9%,-1,-3%,-2%,-1%,5,-17%
CCn1c2ccccc2c2nnc(SCC(=O)N3CC(C)OC(C)C3)nc21 (configuration not stated),-1%,-2%,1.0%,0,-2%,1%,-13%,1,?
CC(=O)Nc1ccc(S(=O)(=O)N2CCSc3ccccc32)cc1,?,8%,·,-7,-4%,15%,8%[57.1 µM],3,-6%
Cc1cc(C)cc(NC(=O)c2ccc(S(=O)(=O)C(F)F)cc2)c1,0%,-1%,-0.7%,-3,5%,5%,4%[57.1 µM],-4,-6%
Oc1c(C(Nc2cccc(C(F)(F)F)c2)c2ccncc2)ccc2cccnc12 (configuration not stated),1%,-14%,1.8%,13,-2%,-3%,6%[57.1 µM],-2,-26%
COCCCN1C(=O)C(=O)/C(=C(/O)c2ccc(S(=O)(=O)N3CCCCC3)cc2)C1c1cccc(OC)c1 (configuration not stated),0%,0%,2.2%,1,-3%,7%,3%,-2,-20%
CNC(=O)NC(=O)COC(=O)c1ccc(-n2c(C)ccc2C)cc1,1%,-9%,-0.1%,-1,-4%,0%,-1%,-2,-17%
COC(=O)CCN(C(C)=O)c1ccc(N)cc1,-2%,·,2.1%,5,-2%,7%,-7%,-1,-8%
CCOc1ccc(NC(=O)Cn2nc(SC)c(S(=O)(=O)c3ccccc3)c2N)cc1,1%,1%,-0.1%,-3,-2%,-7%,-2%[57.1 µM],2,?
COc1ccc(C(=O)OCC(=O)Nc2ccc(OC(F)F)cc2)c(OC)c1,1%,-2%,-0.2%,1,-1%,4%,-12%,1,0%
O=C1C2CC=CCC2C(=O)N1c1ncn[nH]1 (configuration not stated),-1%,-16%,-0.1%,-7,-4%,0%,8%,-3,-7%
CC1(C)C2CCC(CN)C1C2 (configuration not stated),0%,-6%,·,-6,-4%,3%,·,-1,-4%

# From PubChem BioAssay

# Not all compounds are listed; the hit share may differ from the screen's.
